# PLK1 inh – inhibitors of human PLK1 kinase | inhibition, % at 10 µM | hit rate 0.53% among 97,000 | AID 619 | recombinant PLK1 kinase, TR-FRET peptide phosphorylation | P53350;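 active means inhibition of 50% or more in the single-concentration screen; inactive means inhibition below 50%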;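 further: 0% = DMSO max control and 100% = H-89 dihydrochloride min control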
# Target sequence (P53350 whole entry, looked up): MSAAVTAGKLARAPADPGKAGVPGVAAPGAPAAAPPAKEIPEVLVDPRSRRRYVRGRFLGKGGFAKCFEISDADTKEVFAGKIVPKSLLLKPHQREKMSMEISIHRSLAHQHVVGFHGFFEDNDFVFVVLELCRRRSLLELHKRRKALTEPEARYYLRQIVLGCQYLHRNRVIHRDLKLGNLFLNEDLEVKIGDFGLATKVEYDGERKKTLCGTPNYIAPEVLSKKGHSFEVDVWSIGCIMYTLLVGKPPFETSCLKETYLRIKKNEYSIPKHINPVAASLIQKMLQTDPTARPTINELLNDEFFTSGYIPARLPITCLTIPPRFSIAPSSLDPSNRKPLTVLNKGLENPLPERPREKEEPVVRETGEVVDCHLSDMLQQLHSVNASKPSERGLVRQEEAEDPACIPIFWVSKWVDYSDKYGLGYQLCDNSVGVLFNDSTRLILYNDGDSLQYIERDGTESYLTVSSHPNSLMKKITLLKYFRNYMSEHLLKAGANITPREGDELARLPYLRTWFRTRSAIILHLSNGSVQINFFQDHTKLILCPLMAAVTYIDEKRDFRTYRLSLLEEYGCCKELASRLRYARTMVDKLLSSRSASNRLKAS
# MT1-MMP txn act – activates MT1-MMP transcription | HT1080 MT1-MMP promoter luciferase reporter, luminescence, overnight; hits give high values | activation factor at 10 µM | hit rate 0.16% among 86,000 | AID 750;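 active means activation factor of at least 2 for MT1-MMP transcription at 10 µM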
# PLAP activator – human PLAP activation. P05187. purified PLAP enzyme, luminescent substrate read-out; hits give high values. activation fold at 20 µM. hit rate 1.2% among 96,000; in the data active means activation fold above about 2
# EphB4 ephrin blk – blocks human EphB4 binding to ephrin-B2 | P54760 | EphB4 LBD / TNYL-RAW-Alexa532 peptide, fluorescence polarization | inhibition, % at 7 µM | hit rate 0.15% among 97,000 | AID 720;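 active means inhibition above the screen-wide mean inhibition plus 3 SD, cut at about 15% in these data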;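 further: 0% = DMSO wells and 100% = excess unlabeled TNYL-RAW peptide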
# FAK blocker – FAK (human) kinase inhibition; Q05397; biochemical FAK kinase activity assay; hit rate 0.84% among 97,000; inhibition, %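 (tested at 7 µM)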; in the data active means inhibition above about 19%;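 further: 0% = DMSO and 100% = reference compound high control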
# S1P2 antag – blocks the human S1P2 receptor; inhibition, % at 5 µM; AID 736; O95136; cell-based S1P2 antagonist assay, inhibition at 5 uM; hit rate 0.21% among 97,000; in the data active means inhibition above about 45%;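 further: CRE beta-lactamase reporter cells expressing human S1P2 stimulated with S1P; 0% = agonist at EC80 alone and 100% = agonist plus reference antagonist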
# Target sequence (O95136 whole entry, looked up): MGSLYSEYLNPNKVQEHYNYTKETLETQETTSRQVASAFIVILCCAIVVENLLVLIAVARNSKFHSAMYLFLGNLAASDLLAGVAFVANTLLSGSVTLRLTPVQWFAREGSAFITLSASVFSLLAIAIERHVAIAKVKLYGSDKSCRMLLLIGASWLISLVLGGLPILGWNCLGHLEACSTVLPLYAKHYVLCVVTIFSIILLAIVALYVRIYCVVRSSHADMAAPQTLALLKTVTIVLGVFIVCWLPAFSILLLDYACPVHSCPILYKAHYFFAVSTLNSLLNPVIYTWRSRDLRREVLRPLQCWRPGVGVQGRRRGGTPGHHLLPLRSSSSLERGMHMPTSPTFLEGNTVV
# S1P2 agonist – activates the human S1P2 receptor; S1P2-expressing cell line, agonist reporter read-out; activation, % at 4.5 µM; hit rate 0.46% among 97,000; in the data active means activation above about 16%;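 further: 0% = vehicle low control and 100% = maximal reference agonist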
# HIV Rev-RRE inh – inhibitors of HIV-1 Rev-RRE RNA interaction; P05866; Rev peptide-RRE RNA binding, FRET; inhibition, % at 8 µM; hit rate 0.79% among 97,000; AID 704;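 active means inhibition above the screen-wide mean plus 3 SD, cut at about 35% in these data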;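 further: 0% = median DMSO wells and 100% = median Neomycin B control wells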
# Target sequence (P05866 whole entry, looked up): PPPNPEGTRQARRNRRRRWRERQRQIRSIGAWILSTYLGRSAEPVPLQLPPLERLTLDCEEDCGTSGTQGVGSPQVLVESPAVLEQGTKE
#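 Probe or stimulus: fluorescein-Rev peptide as binding partner; assay system: Cy5-tagged RRE RNA duplex with fluorescein-tagged Rev peptide; timing: 5 min compound–RNA preincubation, then 15 min with peptide, 25 °C; medium: HEPES pH 7.5 buffer with KCl, MgCl2, NaCl and EDTA; signal: fluorescein-to-Cy5 FRET, 480 nm excitation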
# Plk1 PBD FP – inhibitors of human Plk1 polo box domain binding | P53350 | Plk1 PBD phosphopeptide binding, fluorescence polarization | inhibition, %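 (tested at about 20 µM)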 | hit rate 0.13% among 97,000 | AID 693; in the data active means inhibition above about 34%, passing the limit was not always enough
# * = called active by the depositor; nt = no result given; [ ] = remark or other dose.
no.	SMILES	PLK1 inh	MT1-MMP txn act	PLAP activator	EphB4 ephrin blk	FAK blocker	S1P2 antag	S1P2 agonist	HIV Rev-RRE inh	Plk1 PBD FP
1	CCOC(=O)N1CCN(C(=O)CS(=O)Cc2nc(-c3ccc(C)cc3)oc2C)CC1 (stereo unspecified)	-13	1.1	1.4	-2	2	11	-6	6	4
2	CN(C)c1ccc(NC2=C([N+](=O)[O-])CS(=O)(=O)C2)cc1	-7	1.1	1	10	-4	-2	-2	3	12
3	COc1ccc2c(C)cc(SCC(=O)c3ccc4c(c3)OCO4)nc2c1	-28	1.3	1.1	2	-6	-3	-5	3	18
4	O=C(Cn1[nH]c(=O)c2ccccc2c1=O)NCc1cccnc1	1	1.1	1	-7	-1	-13	-4	-1	0
5	CCc1ccc(NC(=O)CC2C(=O)Nc3c2c(=O)n(C)c(=O)n3C)cc1 (stereo unspecified)	37	1.1	1	-2	-3	-2	-2	-1	-1
6	CS(=O)(=O)NCc1ccc(C(=O)NCc2ccccc2)cc1	-16	1.1	0.9	0	-2	-11	-2	5	4
7	Cc1ccccc1NC(=O)Cc1nnc(SCC(=O)N2CCN(c3ccccc3)CC2)n1C	2	1.2	1.4	-4	-1	-9	-3	6	10
8	COc1ccc(N=CC2=C(Nc3ccc(OC)cc3)c3c(C)nn(-c4ccccn4)c3CC2)cc1	-2	1.3	nt	25*	20*	-9	3	87*[fluorescence artefact?]	3
9	Cc1cc(=O)oc2cc(OCC#N)ccc12	-12	1	1	1	2	13	-1	9	4
10	Cc1ccc(P(=Nc2ccccc2)(N2CCOCC2)N2CCOCC2)o1	-8	1.2	1.2	4	1	4	-3	1	12
11	O=C(Nc1cccnc1)c1ccc(S(=O)(=O)N2CCCCCC2)cc1	-4	0.9	1.2	-7	3	-33	-3	2	24
12	O=C(Cn1c(=O)oc2cc(S(=O)(=O)N3CCCC3)ccc21)N1CCCC1	-15	nt	1	3	-2	20	-5	5	11
13	CCS(=O)(=O)c1ccc2c(c1)N(S(=O)(=O)c1ccccc1)CC(C(=O)O)O2 (stereo unspecified)	-8	nt	1.2	9	0	24	-3	8	-9
14	O=C(CN1C(=O)CC(c2ccccc2)=Nc2ccccc21)NC1CCCCC1	-5	1.3	1	7	0	8	-7	2	-8
15	Cc1[nH]c(=O)[nH]c(=O)c1S(=O)(=O)N1CCCC(C(=O)NCCc2ccccc2)C1 (stereo unspecified)	-5	nt	1	2	-6	8	-4	11	-22
16	FC(F)(F)c1cccc(Cn2nnnc2-c2cccc(C(F)(F)F)c2)c1	-9	nt	0.9	7	3	15	-2	22	-21
17	O=C(N/N=C/C=C/c1ccc([N+](=O)[O-])cc1)c1cccs1	-17	nt	1	0	56*	6	-5	6	-35
18	CC(=O)C(C)Oc1ccc2c3c(c(=O)oc2c1)CCCC3 (stereo unspecified)	-8	1.4	0.9	-13	0	-6	-6	0	-5
19	COc1ccc(NC(=O)Cn2nnc(C(=O)NCCc3ccc(OC)c(OC)c3)c2N)cc1	-3	1	1	-3	-3	-17	-9	2	-20
20	O=C(NCCc1nc2ccccc2[nH]1)Nc1ccccc1	4	1	0.8	-8	-2	9	0	4	-11
21	COCCn1c(=O)[nH]c2cc(C(=O)NCc3cccnc3)ccc2c1=O	0	1.1	1.2	4	0	-26	-4	8	1
22	COCCCN(C)C1CCN(C(=O)Nc2ccc(F)cc2)CC1	-14	1.1	1.2	0	0	11	-9	6	9
23	O=C(/C=C/c1cccc2ccccc12)NCCC1=CCCCC1	-12	nt	0.8	0	0	-11	-5	4	-3
24	CCCN(CCC)CCCNc1ccc2nnc(-c3ccc(F)cc3)n2n1	-5	nt	1.5	6	0	13	-2	18	22

# Excerpt, nos. 1–5
no.	SMILES	PLK1 inh	MT1-MMP txn act	PLAP activator	EphB4 ephrin blk	FAK blocker	S1P2 antag	S1P2 agonist	HIV Rev-RRE inh	Plk1 PBD FP
1	CCOC(=O)N1CCN(C(=O)CS(=O)Cc2nc(-c3ccc(C)cc3)oc2C)CC1 (stereo unspecified)	-13	1.1	1.4	-2	2	11	-6	6	4
2	CN(C)c1ccc(NC2=C([N+](=O)[O-])CS(=O)(=O)C2)cc1	-7	1.1	1	10	-4	-2	-2	3	12
3	COc1ccc2c(C)cc(SCC(=O)c3ccc4c(c3)OCO4)nc2c1	-28	1.3	1.1	2	-6	-3	-5	3	18
4	O=C(Cn1[nH]c(=O)c2ccccc2c1=O)NCc1cccnc1	1	1.1	1	-7	-1	-13	-4	-1	0
5	CCc1ccc(NC(=O)CC2C(=O)Nc3c2c(=O)n(C)c(=O)n3C)cc1 (stereo unspecified)	37	1.1	1	-2	-3	-2	-2	-1	-1

# (further entries)
no.	SMILES	PLK1 inh	MT1-MMP txn act	PLAP activator	EphB4 ephrin blk	FAK blocker	S1P2 antag	S1P2 agonist	HIV Rev-RRE inh	Plk1 PBD FP
25	CC1CCCC(N2CCN(C(=O)c3ccc(F)cc3)CC2)C1 (stereo unspecified)	-8	nt	nt	-3	0	-13	-2	-6	13
26	COC(=O)c1ccc(NS(=O)(=O)c2ccc(SC)cc2)cc1	-9	1.3	1.4	-10	-3	-19	-6	0	-17
27	Cc1ccc(CNC(=O)CCOc2ccc(C(C)(C)C)cc2)cc1	-9	nt	0.8	2	1	-4	-2	8	-10
28	CCOC(=O)Cc1csc(NC(=S)NC(=O)c2ccc(F)cc2)n1	-17	nt	1.1	-2	-3	1	-3	4	-9
29	CCc1nnc(NC(=O)C2CCCN2C(=O)NC2CCCCC2)s1 (stereo unspecified)	-10	1.2	1.1	-1	-3	15	-5	4	-13
30	CCn1nc(C(=O)NC2=NCCS2)c2ccccc2c1=O	-2	1	1.6	-10	-3	-10	-4	-1	-23
31	O=C(CN1C(=O)c2cccc3cccc1c23)N1CCN(c2ccc(F)cc2)CC1	0	1	0.9	-6	1	18	-4	-3	13
32	O=[N+]([O-])c1nn(-c2ccc3c(c2)OCCO3)n(O)c1=NCCCO	-6	1.4	0.8	13	-5	-6	-1	6	3
33	Cc1c(NC(=O)C(C)Oc2ncnc3ccccc23)c(=O)n(-c2ccccc2)n1C (stereo unspecified)	-14	1.3	1	0	3	9	-4	11	-4
34	COc1cc(OC)c(C2=NOC(C(=O)N3CCCc4ccccc43)C2)cc1Cl (stereo unspecified)	-2	1	1.5	-3	0	17	-4	17	-6
35	O=C(CSCc1ccccc1)N1CCN(c2ccc(F)cc2)CC1	-10	nt	1.1	1	1	6	-1	9	-3
36	CCOc1ccc(C(=O)Nc2cc(C)on2)cc1	11	1.1	0.9	-5	0	-13	-7	1	21
37	Cc1cc(OCC(=O)O)c2ccccc2n1	2	1.1	0.9	-5	-3	8	1	4	-3
38	Cc1ccc(N2C(=O)C3ON(c4ccccc4)C(c4ccncc4)C3C2=O)c(C)c1 (stereo unspecified)	0	1.1	1.4	1	-7	0	-3	4	-12
39	Cc1c(C(N)=O)sc(N)c1C(=O)OC(C)C	3	1.1	0.9	6	2	22	-6	7	-6
40	Cc1nc(N)sc1-c1csc(Nc2ccccn2)n1	4	1.4	1.6	0	2	3	-3	7	1
41	N#CC1=C(SCC(=O)Nc2ccccc2)NC(=O)CC1c1ccc(O)cc1 (stereo unspecified)	8	1.7	0.9	2	-2	8	-8	8	26
42	Cn1c(C(=O)NCCCN2CCCCC2)cc2sccc21	-4	1	1.1	4	-3	7	-4	9	17
43	COc1ccc(Cl)cc1Nc1nc(NCCO)nc(N2CCCC2)n1	-8	1.2	1.2	-4	1	2	-11	-10	-4
44	CCC(C)NCCOCCOc1ccccc1-c1ccccc1 (stereo unspecified)	-8	nt	1.3	-3	1	9	-4	-3	-34
45	CCOC(=O)N1CCC(NC(=O)CCN2C(=O)COc3ccccc32)CC1	-1	1.1	1.1	4	4	10	-6	10	-31
46	CSc1nc(-c2ccccc2)ccc1C(N)=O	-11	1.3	0.9	-4	1	8	-1	2	-36
47	COc1ccc(S(=O)(=O)Nc2ccc(Oc3ncccn3)c(Cl)c2)cc1	-4	1.3	1.3	-1	-11	0	-8	-1	0
48	COc1cc(OC)cc(-c2nnc(SCC(=O)N3c4ccccc4Sc4ccccc43)o2)c1	-14	1	nt	-2	1	-6	-4	11	-7
49	CCC(C)(C)NC(=O)Cc1ccc(C)cc1	-13	1.1	1.2	0	1	-14	-1	-2	2
50	Cc1ccc(S(=O)(=O)Nc2ccccc2-c2ccccc2NS(=O)(=O)c2ccc(C)cc2)cc1	0	nt	1.7	9	3	0	-7	-1	19
51	Cc1cc(Nc2ccccc2)n(CCOC(=O)COc2ccccc2)n1	-1	1.1	1.2	5	4	-2	-6	6	19
52	CCCCN=C(N)/C(C(=O)OCC)=C(\O)c1ccc(OC)cc1	11	1.2	0.9	-5	-10	-3	-6	1	-17
53	O=C(CSc1nnc(-c2ccc(Br)cc2)o1)N1CCN(C(=O)c2ccco2)CC1	-12	1.2	0.9	-1	1	21	-6	6	-7
54	COc1ccc(OC)c(S(=O)(=O)Nc2ccccc2C(F)(F)F)c1	0	1.1	nt	2	1	-2	-1	0	-16
55	COc1ccc(C2=NOC3(CC(=O)N(c4ccc(C)cc4)C3=O)C2)cc1 (stereo unspecified)	2	1.2	1.2	-7	0	-14	-4	4	13
56	COC(=O)c1cc(S(=O)(=O)N2CCC(C)CC2)ccc1F	-1	1.2	1.1	2	0	-2	-1	3	-30
57	CCOC(=O)N1CCN(C(=O)c2ccc3nc(C)sc3c2)CC1	-2	1.1	1	8	1	0	-4	6	-8
58	CCOC(=O)c1ccc(NC(=O)CC2C(=O)N(c3ccc(F)cc3)C(=O)N2CCC(C)C)cc1 (stereo unspecified)	-9	1.2	1.5	1	-1	-40	-3	12	-9
59	CC(C)Sc1nnc2n(CCc3ccccc3)c(=O)c3c4c(sc3n12)COC(C)(C)C4	1	1	nt	-1	0	16	-4	2	19
60	CNC(=O)c1nnc(Cc2ccc(Cl)cc2)o1	-9	nt	1	8	0	27	-3	10	-7
61	CSc1nnc(C)c(=O)[nH]1	-7	1.1	nt	2	-3	-3	-3	10	-5
62	CCN(CC)CC#CCC(O)(c1ccccc1)C1CCCC1 (stereo unspecified)	-10	1.2	nt	-4	1	-11	-5	-5	0
63	COC(=O)c1sccc1NC(=O)c1cccc(OC)c1	-2	1.2	0.6	1	1	-22	-5	6	-2
64	Cc1ccc(S(=O)(=O)NCC(=O)OCc2nnc(-c3ccccc3)o2)cc1C	5	nt	1.3	1	-2	-19	-2	15	-15
65	CC1(C)Cc2nc(NCCN3CCOCC3)c(C#N)cc2CO1	11	1.2	1	-3	-1	8	0	-1	-11
66	CC1CCN(S(=O)(=O)c2ccc(S(=O)(=O)NCc3ccccc3)cc2)CC1	-5	1	0.8	1	-1	12	-4	16	19
67	CCc1ccc(-c2nc(CN3CCC(C(=O)NCCN(CC)c4ccccc4)CC3)c(C)o2)cc1	-8	1.2	1.6	-3	4	3	-4	-4	-24
68	CC1Cc2ccccc2N1C(=O)c1cnc2sccn2c1=O (stereo unspecified)	-4	nt	1.1	3	0	0	-5	6	-18
69	Cc1cccc(-c2noc(-c3cc4ccccc4oc3=O)n2)c1	0	nt	0.9	8	-6	5	-7	2	-12
70	Cn1nnnc1SCC(=O)N1CCCc2ccccc21	-6	1.3	nt	-5	0	-13	-6	1	-19
71	CC(C)(Oc1ccc(Cl)cc1)C(=O)NCc1ccco1	-7	1.2	1.7	-5	-2	4	-3	1	-14
72	Cc1cc(C(=O)CSc2nc3ccccc3c(=O)[nH]2)c(C)n1C	-4	1.4	1.3	0	-2	9	-4	1	14
73	CC(=O)Nc1ccc(Oc2sc(C(=O)c3ccccc3)c(N)c2C#N)cc1	-7	nt	1.1	9	0	8	-5	14	-2
74	O=C(c1cc(Cl)c(=O)n(Cc2ccccc2)c1)N1CCOCC1	-15	nt	1	-4	3	-3	-8	4	13
75	O=C(NC1CCCC1)C(c1ccsc1)N(C(=O)Cc1cccs1)c1ccc(F)cc1 (stereo unspecified)	1	nt	1	2	2	19	-9	6	4
76	COCC(=O)Nc1nc(-c2ccc(C)cc2)c(C)s1	-7	1.2	nt	8	0	14	-2	6	-13
77	c1cc(-c2nnc3n2CCC3)[nH]n1	-4	1.1	1	-3	1	-2	-7	2	5
